Phagocytosis inh – inhibitors of macrophage phagocytosis, primary screen, imaging, J774A.1 cells, IgG beads | J774A.1 macrophage IgG-bead phagocytosis | AID 1029, 2008 | inhibition, % at 5 µM | 110,000 compounds, 0.07% hits;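 active means inhibition above the mean of the plate negative controls plus 5 SD, cut at about 13% in these data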;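 further: phagocytic index as fraction of beads internalized from green versus red external bead signal; plate controls were DMSO negative control for no effect and cytochalasin-D positive control for full effect; some results beyond the cut were filed as inactive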
PTEN del growth – growth suppression of PTEN-null HCT116, primary screen, cell-based, CellTiter-Glo; HCT116 PTEN-null viability, 60 h; active compounds read low; viability, % at 10 µM; 140,000 compounds, 1.2% hits;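 active means viability at or below a set limit, 4 SD under the median of all tested compounds, cut at about 3.7% in these data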;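 further: PTEN knockout HCT116 line with beta catenin targeted HCT116 as companion control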
MRP1 act – H69AR viability gain despite doxorubicin, primary screen, MRP-1 activator project, H69AR cells, CellTiter-Glo; viability rescue; viability increase, % at 10 µM; 140,000 compounds, 0.61% hits; AID 799, 2007;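 active means viability gain under doxorubicin at or above a set limit, the compound median plus 3 SD, cut at about 4.7% in these data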;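 further: MRP-1 overexpressing cells given doxorubicin 25 µM after compound pretreatment; 18-22 h compound pretreatment then 72 h with doxorubicin before readout; 0% = doxorubicin-only wells and 100% = vehicle-treated cells without doxorubicin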
NPY-Y2 antag – NPY-Y2 receptor antagonists, primary screen, cell-based; AID 793, 2007; NPY-Y2 expressing cells, antagonist mode; Neuropeptide Y receptor type 2 (Homo sapiens), P49146; 140,000 compounds, 0.99% hits; inhibition, % at 2.7 µM; in the data active means inhibition above about 17%;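 further: 0% = vehicle with agonist challenge and 100% = reference antagonist with challenge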
Target sequence (P49146 whole entry, looked up): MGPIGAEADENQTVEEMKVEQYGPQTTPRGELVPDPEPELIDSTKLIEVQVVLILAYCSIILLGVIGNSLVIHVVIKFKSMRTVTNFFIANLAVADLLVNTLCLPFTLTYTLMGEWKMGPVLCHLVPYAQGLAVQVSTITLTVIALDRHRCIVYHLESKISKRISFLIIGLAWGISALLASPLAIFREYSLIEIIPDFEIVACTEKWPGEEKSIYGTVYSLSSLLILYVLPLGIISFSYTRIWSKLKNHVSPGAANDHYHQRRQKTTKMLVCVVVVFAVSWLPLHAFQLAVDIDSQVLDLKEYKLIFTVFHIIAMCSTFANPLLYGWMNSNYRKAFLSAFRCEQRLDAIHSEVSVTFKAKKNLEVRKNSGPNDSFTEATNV
E-sel TNF inh – E-selectin induction blockers in HUVEC – imaging, immunofluorescence, high content, primary screen. HUVEC TNFa-induced E-selectin immunofluorescence. inhibition, % at 2 µM. 120,000 compounds, 0.71% hits. AID 1246, 2008;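 active means inhibition above the batch mean plus 3 SD, and confirmed as a hit on visual image review, cut at about 43% in these data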;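 further: 0% = TNF-stimulated DMSO wells and 100% = unstimulated control wells; not every result past the cut was called active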
Yeast growth inh – growth inhibitors of yeast BB579 in restrictive medium, primary screen, yeast lifespan-shortening project, S. cerevisiae. inhibition, % at 10 µM. OD615, 48 h. AID 804, 2007. 140,000 compounds, 0.51% hits;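 active means inhibition above a set limit, 3 SD over the mean compound inhibition, cut at about 44% in these data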; further: inactives centre near -24
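System: DeaD yeast strain BB579; buffer or medium: CSMM-D dextrose restrictive medium; technique: OD at 615 nm; schedule: 4 h cell preincubation, 48 h compound exposure, 30 °C humidified; doses: single 10 µM dose; controls: amphotericin B 10 µg/mL, positive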
GALR2 antag – GALR2 antagonists in receptor-expressing cells, primary screen. Galanin receptor type 2 (Homo sapiens), O43603. antagonist mode. inhibition, % at 4 µM. 140,000 compounds, 0.39% hits. AID 828, 2007; in the data active means inhibition above about 27%;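 further: cells stimulated with galanin 1-16 at roughly its EC80; 0% = agonist challenge control and 100% = basal control without agonist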
Target sequence (O43603 whole entry, looked up): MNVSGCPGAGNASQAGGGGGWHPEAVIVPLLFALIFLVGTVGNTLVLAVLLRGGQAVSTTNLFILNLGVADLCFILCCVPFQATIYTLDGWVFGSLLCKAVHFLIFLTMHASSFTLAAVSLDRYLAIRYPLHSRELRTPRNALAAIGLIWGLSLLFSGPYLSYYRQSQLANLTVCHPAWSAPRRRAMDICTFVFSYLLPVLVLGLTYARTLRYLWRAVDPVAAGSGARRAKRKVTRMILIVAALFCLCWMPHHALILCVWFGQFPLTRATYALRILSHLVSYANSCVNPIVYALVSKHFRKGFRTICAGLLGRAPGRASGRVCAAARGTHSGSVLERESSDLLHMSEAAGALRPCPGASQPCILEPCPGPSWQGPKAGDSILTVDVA
bCat KO growth – primary screen for growth suppressors in beta-catenin knockout HCT116 cells (colon tumor, human); viability, % at 10 µM; HCT116 beta-catenin knockout viability, CellTiter-Glo, 60 h; active compounds read low; 140,000 compounds, 1.5% hits;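 active means viability at or under a set limit, the compound median less 4 SD, cut at about 6% in these data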;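 further: 0% = Hyamine 1622 control at 20 µM and 100% = untreated cell control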
Measles CPE – compounds protecting cells from measles virus cytopathic effect, primary screen, measles RdRp inhibitor project, single point, MLSMR library, absorbance; protection (pct of control), % at 4 µM; 140,000 compounds, 1.5% hits; Measles virus-infected cells, CPE protection; AID 841, 2007; in the data active means protection mostly above about 24%, no sharp cut-off; inactive means mostly below about 26%; further: some compounds called inactive have numbers as strong as hits
Yeast lifespan up – compounds extending yeast replicative lifespan, primary screen, S. cerevisiae, OD615; inhibition of the nicotinamide effect, % at 10 µM; 130,000 compounds, 0.68% hits; AID 775, 2007; S. cerevisiae growth with nicotinamide; deaD strain in restrictive glucose medium;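 active means inhibition above a set limit, placed 3 SD over the median of all compounds, cut at about 26% in these data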;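 further: 0% = nicotinamide-treated wells and 100% = cells grown without nicotinamide; some compounds called inactive have numbers as strong as hits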
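Assay system: engineered S. cerevisiae DeaD replicative-lifespan strain, galactose-grown log-phase cells; medium: restrictive CSMM-D dextrose medium; also added: nicotinamide, 1.5 mM, co-present with compound; schedule: 48 h compound exposure at 30 °C, humidified; detection: absorbance at 615 nm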
An asterisk follows results filed as active; nt = no result given.

SMILES	Phagocytosis inh	PTEN del growth	MRP1 act	NPY-Y2 antag	E-sel TNF inh	Yeast growth inh	GALR2 antag	bCat KO growth	Measles CPE	Yeast lifespan up
COC(=O)c1ccccc1NC(=S)NC(=O)C1CC1	-0.6	107.3	-0.1	0.4	-38.5	-28.9	6.0	91.0	26.6	-11.9
O=C(Cc1ccccc1)Nc1cccc(N2C(=O)C=CC2=O)c1	-1.9	90.3	-1.7	-0.2	21.8	-17.9	-1.6	97.5	3.9	-3.1
Cc1cc(=O)oc2cc(Oc3ccc([N+](=O)[O-])cc3[N+](=O)[O-])ccc12	3.9	20.3	-5.0	3.6	-5.2	-29.4	-3.0	21.8	8.9	15.8
CC(C)C1Cc2c(C#N)c(N)sc(=S)c2CO1 (stereo not given)	-0.1	79.1	0.1	1.5	23.7	-11.0	0.4	85.8	8.0	-15.7
COc1ccc(S(=O)(=O)Nc2cc(C)c(O)c(S(=O)(=O)c3ccccc3)c2)cc1	2.9	102.9	0.2	2.5	-23.0	-7.2	-1.4	96.0	12.9	-11.9
Cc1ccc2nc(NC(=O)CSCC(=O)OCC(=O)c3ccc(Br)cc3)sc2c1	nt	96.2	0.4	3.4	-4.7	-64.4	-0.4	100.8	3.9	-8.4
CC(=O)c1cnc2cc(-c3ccccc3)nn2c1C	0.1	107.2	0.5	3.4	-23.3	-82.1	5.1	109.2	20.7	-11.0
CC(=O)Nc1ccc(S(=O)(=O)NNC(=O)CCC(=O)Nc2cc(C)ccc2C)cc1	3.9	97.6	-0.1	1.1	nt	-16.4	-5.8	97.1	35.9	-2.2
O=C(OCCOCCN=C1NS(=O)(=O)c2ccccc21)C1CC(=O)N(c2ccccc2)C1 (stereo not given)	-3.1	88.9	-2.6	8.7	nt	-15.8	-3.6	93.8	4.1	-8.1
O=C(c1ccncc1)N1CCN(c2cccc(C(F)(F)F)c2)CC1	-1.1	102.9	0.4	-0.2	30.7	-31.3	-0.3	98.2	5.6	-8.3
CCOC(=O)c1ccc(NC(=O)c2cc(OC)c(OC)c(OC)c2Br)cc1	-4.7	91.6	-1.7	4.7	nt	-21.4	11.4	88.9	22.9	-3.6
O=C(Nc1cnn(Cc2ccc(Cl)cc2)c1)c1cnccn1	-0.8	101.0	-0.5	2.0	9.3	-68.8	-10.2	99.6	2.1	-10.0
CC1CCCCN1CCNC(=O)CC1Oc2ccccc2NC1=O (stereo not given)	nt	106.8	-2.5	0.0	26.1	14.1	-4.1	96.0	30.6	-10.5
CCOC(=O)c1c(C)oc2cc(Br)c(OCC(N)=O)cc12	nt	94.0	-4.9	2.1	-19.5	-21.6	-7.4	90.4	2.2	nt
Cn1c(NC(=O)Cc2cccs2)cc(=O)n(C)c1=O	-0.5	89.2	-1.4	-3.3	nt	20.6	-7.2	108.5	1.1	-9.2

Ten entries from above, ordered by length of the SMILES, lowest first:
SMILES	Phagocytosis inh	PTEN del growth	MRP1 act	NPY-Y2 antag	E-sel TNF inh	Yeast growth inh	GALR2 antag	bCat KO growth	Measles CPE	Yeast lifespan up
CC(C)C1Cc2c(C#N)c(N)sc(=S)c2CO1 (stereo not given)	-0.1	79.1	0.1	1.5	23.7	-11.0	0.4	85.8	8.0	-15.7
COC(=O)c1ccccc1NC(=S)NC(=O)C1CC1	-0.6	107.3	-0.1	0.4	-38.5	-28.9	6.0	91.0	26.6	-11.9
Cn1c(NC(=O)Cc2cccs2)cc(=O)n(C)c1=O	-0.5	89.2	-1.4	-3.3	nt	20.6	-7.2	108.5	1.1	-9.2
O=C(Nc1cnn(Cc2ccc(Cl)cc2)c1)c1cnccn1	-0.8	101.0	-0.5	2.0	9.3	-68.8	-10.2	99.6	2.1	-10.0
CCOC(=O)c1c(C)oc2cc(Br)c(OCC(N)=O)cc12	nt	94.0	-4.9	2.1	-19.5	-21.6	-7.4	90.4	2.2	nt
O=C(c1ccncc1)N1CCN(c2cccc(C(F)(F)F)c2)CC1	-1.1	102.9	0.4	-0.2	30.7	-31.3	-0.3	98.2	5.6	-8.3
CCOC(=O)c1ccc(NC(=O)c2cc(OC)c(OC)c(OC)c2Br)cc1	-4.7	91.6	-1.7	4.7	nt	-21.4	11.4	88.9	22.9	-3.6
Cc1ccc2nc(NC(=O)CSCC(=O)OCC(=O)c3ccc(Br)cc3)sc2c1	nt	96.2	0.4	3.4	-4.7	-64.4	-0.4	100.8	3.9	-8.4
COc1ccc(S(=O)(=O)Nc2cc(C)c(O)c(S(=O)(=O)c3ccccc3)c2)cc1	2.9	102.9	0.2	2.5	-23.0	-7.2	-1.4	96.0	12.9	-11.9
Cc1cc(=O)oc2cc(Oc3ccc([N+](=O)[O-])cc3[N+](=O)[O-])ccc12	3.9	20.3	-5.0	3.6	-5.2	-29.4	-3.0	21.8	8.9	15.8

The list goes on:
SMILES	Phagocytosis inh	PTEN del growth	MRP1 act	NPY-Y2 antag	E-sel TNF inh	Yeast growth inh	GALR2 antag	bCat KO growth	Measles CPE	Yeast lifespan up
Cc1ccc2sc(NNC(=O)C3COc4ccccc4O3)nc2c1C (stereo not given)	nt	73.2	-1.9	3.7	-26.1	-13.6	1.8	90.6	18.5	-2.1
COC(=O)c1cccc(NC(=O)Cc2ccccc2[N+](=O)[O-])c1C	22.2	87.5	-1.3	2.3	21.7	-8.6	-5.3	87.8	16.6	-6.8
COC(=O)NCc1cccc(CNC(=O)OC)c1	-0.4	95.6	-0.3	-1.3	nt	-7.0	3.8	109.2	2.5	-12.3
COCCCNC(=O)C(C#N)c1nc2ccccc2nc1N1CCCC1 (stereo not given)	nt	94.8	-3.4	2.0	-4.3	-42.9	1.5	86.6	8.6	-5.7
CC(C)CNC(=S)N(Cc1ccco1)Cc1cc2cc3c(cc2[nH]c1=O)OCCO3	-4.1	26.8	-4.2	2.0	nt	-34.0	-5.2	34.8	6.6	-2.0
CCOc1ccc(NC(=O)CCC(=O)n2nc(C)cc2C)cc1	0.6	83.5	-0.6	3.7	-1.5	-26.5	-4.4	96.2	12.2	-14.4
C=CCn1c(COc2ccccc2F)nnc1SCCN1C(=O)c2ccccc2C1=O	-12.6	98.2	2.9	1.2	18.8	-30.9	-3.4	95.1	2.0	-1.1
CCn1cc(C(=O)NCCCN(C)C)c(=O)c2cc(F)c(N3CCN(C)CC3)cc21	0.2	92.6	1.2	1.2	11.0	-37.5	-0.4	93.0	2.9	-16.1
CCOC(=O)C1=C(c2ccccc2)ON(C)C1c1ccccc1 (stereo not given)	-1.6	95.1	-2.9	3.4	nt	-33.7	20.0	97.0	5.2	4.3
Cn1cc([N+](=O)[O-])c(C(=O)Nc2ccc(C(=O)N3CCCCC3)cc2)n1	-5.1	3.5*	-1.4	0.4	nt	3.0	4.1	4.1*	8.7	-0.8
CCOc1cc(C2NC(=O)NC(O)(C(F)(F)F)C2C(=O)c2ccccc2)ccc1OC (stereo not given)	nt	95.8	-0.5	-1.9	-6.6	16.5	4.5	98.7	4.0	-9.7
Clc1ccc(CSc2snnc2-c2ccccc2)cc1	0.1	77.3	2.0	6.0	-57.8	-40.1	0.9	73.7	17.8	-9.8
C=CCc1ccc(OCC(O)CN2CCCCC2C)c(OC)c1 (stereo not given)	0.7	87.0	-1.5	2.1	-12.4	10.3	-6.4	87.5	16.2	-9.9
Cn1ncc(C#N)c1NC(=O)c1nn2cccnc2c1Cl	-3.8	96.6	-1.2	0.5	-12.6	-9.3	1.0	103.1	5.2	-0.9
CCC(C)(C(=O)NC1CCCCC1)N(C)C(=O)c1ccccn1 (stereo not given)	-0.8	101.2	0.2	-1.0	-9.9	-52.6	3.0	112.7	5.5	-1.7
CC(C)CNS(=O)(=O)c1ccc(CCC(=O)N2CCOCC2)cc1	0.0	110.8	nt	0.6	-3.9	-8.2	1.2	90.5	3.4	-11.0
O=C(CN1C(=O)c2ccccc2S1(=O)=O)NC1CCCCCC1	-0.6	100.1	-0.9	4.4	13.0	24.8	4.9	92.2	2.5	-3.6
Nc1nc(SCC(=O)NCc2ccc(F)cc2)[nH]c(=O)c1NC(=O)c1ccc(Cl)cc1	-10.9	108.1	-0.1	3.0	nt	-41.8	8.3	98.7	3.0	4.0
Cc1ccc(Nc2ccc(C(N)=O)cc2[N+](=O)[O-])cc1	-2.7	92.0	-2.2	1.5	6.5	-55.8	10.3	96.6	9.3	-2.1
CCc1cccc(OCCn2ccnc2)c1	1.5	105.6	-0.2	2.4	nt	-10.7	18.6	101.5	3.8	2.1
CCSc1nc(N2CCOCC2)c2ccccc2n1	-0.4	94.8	-1.5	3.0	5.6	-28.2	-6.0	110.2	16.3	-15.2
O=C(Nc1ccc(N2CCOCC2)cc1)c1ccc2nc(-c3ccco3)c(-c3ccco3)nc2c1	-0.6	82.7	-3.7	-2.1	-2.7	-26.8	5.8	98.1	3.1	-19.3
Cc1cc(NC(=O)CCS(=O)(=O)c2nc(-c3ccccc3)cc(C(F)(F)F)n2)no1	-2.1	70.7	-1.9	nt	nt	-21.7	nt	68.9	15.6	nt
COc1ccc(C2C(C(=O)N3CCOCC3)c3ccccc3C(=O)N2c2ccc(OC)cc2)cc1 (stereo not given)	nt	92.0	-1.2	3.1	17.8	-19.9	6.8	96.2	nt	-7.4
COc1cccc(C2CC(c3ccc(F)cc3)Nc3nc(N)nn32)c1 (stereo not given)	-0.5	97.8	-0.9	-3.5	nt	-18.0	-6.1	97.3	6.1	-6.5
Cc1ccc(-n2c(Cc3cccn3C)nnc2SCC(=O)NCc2ccc3c(c2)OCO3)cc1	-1.2	95.6	-2.4	-0.2	-3.5	-28.1	-1.5	99.0	5.9	-22.9
COc1ccc2c(c1)c1nnc(SCC(=O)N3C(C)CCCC3C)nc1n2C (stereo not given)	nt	71.2	-2.5	4.4	-6.5	-40.1	-20.2	74.0	13.7	-2.7
CCc1ccc(C2C3=C(CCCC3=O)OC3=C2C(=O)CCC3)cc1	-4.5	94.3	-1.3	1.8	-7.1	-42.8	11.8	99.3	10.3	4.3
CCOC(=O)C1CCCN(Cc2nc(N)nc(Nc3ccc(C)cc3)n2)C1 (stereo not given)	-0.4	73.5	0.6	1.0	-29.8	-60.9	3.8	64.4	17.9	-10.5
CCOc1ccc(OC(=O)c2cccnc2)cc1	0.7	94.5	-3.0	-0.8	27.2	-22.3	-12.1	87.9	8.8	-6.9
c1ccc(Nc2cccc(Nc3ccccc3)c2)cc1	-6.2	77.1	-2.7	-1.8	nt	-16.4	-15.4	80.9	7.1	-7.0

Screening data deposited in PubChem by several laboratories.
